Source: PubChem
FBA Mtb inh – Mtb FBA enzyme inhibitors, primary screen, biochemical, fluorescence, strain H37Rv | Fructose-bisphosphate aldolase (Mycobacterium tuberculosis (strain ATCC 25618 / H37Rv)), … | purified M. tuberculosis FBA, fluorescence read-out | inhibition, % at 1 µM | hit rate 2.3% among 360,000 | AID 588726, 2011; in the data active = inhibition above about 27%;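 note: 0% = vehicle and 100% = reference inhibitor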
Target sequence (P9WQA3 whole entry, looked up): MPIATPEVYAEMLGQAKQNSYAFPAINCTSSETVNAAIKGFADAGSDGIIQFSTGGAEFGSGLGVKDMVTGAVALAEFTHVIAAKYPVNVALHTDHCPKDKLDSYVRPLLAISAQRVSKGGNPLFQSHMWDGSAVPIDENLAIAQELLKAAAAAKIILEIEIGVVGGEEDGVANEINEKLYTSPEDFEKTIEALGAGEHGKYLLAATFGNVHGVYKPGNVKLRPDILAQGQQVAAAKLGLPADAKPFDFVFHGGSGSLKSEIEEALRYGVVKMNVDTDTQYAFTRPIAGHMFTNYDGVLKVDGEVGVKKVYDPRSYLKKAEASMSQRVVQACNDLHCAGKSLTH
Mtb BioA inh – M. tuberculosis BioA enzyme inhibitors, primary screen, biochemical, plate reader, single point, HTS; 7,8-diaminopelargonic acid synthase BioA (Mycobacterium tuberculosis); hit rate 0.096% among 360,000; purified M. tuberculosis BioA enzyme; inhibition, % at 9.99 µM; AID 602481, 2012; in the data active = inhibition above about 40%; inconclusive = no clear call, values can overlap the other calls
CCHFV vOTU inh – CCHFV vOTU protease inhibitors, primary screen, biochemical, Pep-AMC substrate, fluorescence. hit rate 0.55% among 370,000. inhibition, % at 11.5 µM. Crimean-Congo hemorrhagic fever virus L polyprotein viral ovarian tumor (vOTU) protease …; note: 0% = vehicle wells with enzyme and 100% = no enzyme wells
PrPC surface inh – inhibitors of human cell surface prion protein PrPC, primary screen, cell-based, TR-FRET; Major prion protein (Homo sapiens), P04156; TR-FRET read-out; inhibition, % at 13.8 µM; hit rate 0.43% among 370,000; AID 720596, 2013; in the data active = inhibition above about 24%; note: 0% = median of the test wells and 100% = reference compound wells
UGM FP inh – M. tuberculosis UGM enzyme inhibitors, primary screen, biochemical, fluorescence polarization, single point; hit rate 0.06% among 320,000; purified UGM, fluorescence polarization probe displacement; inhibition, % at 10 µM; UDP-galactopyranose mutase (Mycobacterium tuberculosis (strain ATCC 25618 / H37Rv)), …; in the data active = inhibition above about 10%, passing the limit was not always enough; inconclusive = no clear call, values can overlap the other calls
Target sequence (P9WIQ1 whole entry, looked up): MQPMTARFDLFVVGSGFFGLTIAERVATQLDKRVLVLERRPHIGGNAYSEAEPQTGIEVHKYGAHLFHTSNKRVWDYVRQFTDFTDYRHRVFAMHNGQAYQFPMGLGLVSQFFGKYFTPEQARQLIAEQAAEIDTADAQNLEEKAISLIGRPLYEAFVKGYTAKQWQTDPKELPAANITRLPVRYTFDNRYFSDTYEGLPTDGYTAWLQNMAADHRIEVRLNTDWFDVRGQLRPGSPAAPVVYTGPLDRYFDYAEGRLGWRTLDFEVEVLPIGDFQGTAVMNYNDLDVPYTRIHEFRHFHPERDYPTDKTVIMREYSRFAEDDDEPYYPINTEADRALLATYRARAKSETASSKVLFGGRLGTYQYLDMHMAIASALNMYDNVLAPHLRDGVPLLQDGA
GDH-TPI counter – GDH-TPI coupling enzyme inhibitors, primary screen, artefact control for M. tuberculosis FBA inhibitor project, biochemical, absorbance, full deck; hit rate 1.2% among 360,000; GDH-TPI coupled enzyme counterscreen, NADH absorbance; inhibition, % at 4.8 µM; AID 588335, 2011;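 note: 0% = DMSO wells and 100% = wells lacking the enzyme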
BoNT-F LC inh – BoNT/F light chain protease inhibitors, primary screen, biochemical, flow cytometry, MLPCN library; Botulinum neurotoxin type F light chain protease (Clostridium botulinum); Multiplex microsphere protease cleavage assay; inhibition, % at 10 µM; hit rate 0.22% among 360,000; in the data active = inhibition above about 35%, passing the limit was not always enough; inconclusive = no clear call, values can overlap the other calls; note: plate controls were buffer without enzyme for full effect and enzyme alone for no effect
BoNT A protease – BoNT/A light chain protease inhibitors, primary screen, biochemical, flow cytometry, MLPCN library; multiplex microsphere protease substrate cleavage; inhibition, % at 10 µM; hit rate 0.17% among 360,000; AID 588499, 2011; in the data active = inhibition above about 30%; inconclusive = no clear call, values can overlap the other calls; note: plate controls were buffer without enzyme for full effect and enzyme alone for no effect
FadD28 FP inh – inhibitors of FadD28 bisubstrate probe binding, primary screen, biochemical, fluorescence polarization, single point; hit rate 0.22% among 360,000; inhibition, % at 12.5 µM; in the data active = inhibition above about 8.5%, passing the limit was not always enough; inconclusive = no clear call, values can overlap the other calls
Starred values were filed as active, the others as inactive; ? = inconclusive; / = not tested or not shown. Cut-off read from the data, not from the text of the source, unless noted: active = inhibition above about 30%; inactive = the rest.

canonical_smiles,FBA Mtb inh,Mtb BioA inh,CCHFV vOTU inh,PrPC surface inh,UGM FP inh,GDH-TPI counter,BoNT-F LC inh,BoNT A protease,FadD28 FP inh
CCC(=O)NNc1nc2c(C)c(C)ccc2s1,0,-0.9,4,3,2.5,1,1,0.5,-2.7
O=C(O/N=C1\CCS(=O)(=O)c2sccc21)C1CC1,1,/,22,-4,4.2,-1,1,0.5,-1.0
CCC(C)(C)NC(=O)C(c1ccncc1)N(C(=O)Cn1nnc2ccccc21)c1cc2c(cc1C(C)=O)OCO2 (stereo not drawn),1,-2.0,-2,0,2.1,1,-5,-1.3,-1.9
Cc1csc(SCC(=O)N2CCCC2)n1,1,-0.2,14,9,4.6,-4,6,0.2,-1.9
C/C(N)=C(/C#N)C(=O)COC(=O)c1cc2c(s1)CCCC2,0,/,-2,4,0.7,-7,-6,-0.4,-5.3
CCOc1ccc(NC(=O)COc2ccc(C(=O)NC(C)c3ccc(S(N)(=O)=O)cc3)cc2OC)cc1 (stereo not drawn),-3,-0.1,-4,-4,1.6,4,6,4.5,-5.7
COc1ccccc1NC(=O)CN1CCSc2ccccc21,0,/,-8,-3,5.4,5,-1,-1.0,0.6
Cc1cc(NC(=O)c2ccc(Cl)cc2)n(CCOC(=O)c2ccc(Cl)cc2)n1,2,0.7,3,4,-5.3,-12,2,0.1,-1.3
Fc1cccc(Nc2nc(-c3ccncc3)nc3ccccc23)c1,-2,-2.2,-2,1,1.1,17,4,1.0,-1.7
Cc1ccc(CS(=O)(=O)c2ncc(Cl)c(C(=O)Nc3ccc(OC(F)F)cc3)n2)cc1,3,-0.4,21,7,-0.2,7,3,0.1,-2.3
CC(C)(C)OC(=O)NCCCCCC(=O)N/N=C/c1coc2ccccc2c1=O,-2,/,9,9,0.3,12,?,-1.2,-1.4
CCOC(=O)N1CCC(NC(=O)c2cc(COc3ccccc3SC)on2)CC1,-1,-0.8,2,6,-0.9,-14,9,0.8,-0.1

Sorted by length of the SMILES (rising): part of the list above
canonical_smiles,FBA Mtb inh,Mtb BioA inh,CCHFV vOTU inh,PrPC surface inh,UGM FP inh,GDH-TPI counter,BoNT-F LC inh,BoNT A protease,FadD28 FP inh
COc1ccccc1NC(=O)CN1CCSc2ccccc21,0,/,-8,-3,5.4,5,-1,-1.0,0.6
Fc1cccc(Nc2nc(-c3ccncc3)nc3ccccc23)c1,-2,-2.2,-2,1,1.1,17,4,1.0,-1.7
CCOc1ccc(NC(=O)COc2ccc(C(=O)NC(C)c3ccc(S(N)(=O)=O)cc3)cc2OC)cc1 (stereo not drawn),-3,-0.1,-4,-4,1.6,4,6,4.5,-5.7

The list continues:
canonical_smiles,FBA Mtb inh,Mtb BioA inh,CCHFV vOTU inh,PrPC surface inh,UGM FP inh,GDH-TPI counter,BoNT-F LC inh,BoNT A protease,FadD28 FP inh
CC1COc2ccccc2N1C(=O)c1cccnc1Cl (stereo not drawn),3,1.0,-2,9,-1.7,-5,-4,-0.7,-2.5
CCN(C(=O)COC(=O)C1=COCCO1)c1ccccc1,2,-4.8,9,9,1.7,1,-1,0.2,0.5
Cc1cccc(OCCCN2CCOCC2)c1,1,2.6,-9,-9,-2.4,11,?,0.6,0.4
Cc1cc([N+](=O)[O-])c2ccccc2[n+]1[O-],-1,/,/,/,0.3,11,0,0.7,-1.4
COc1ccc(-n2c(Cn3c(=O)sc4ccccc43)nnc2SCC(=O)N2CCOCC2)cc1,3,2.4,9,-12,-1.7,7,-3,-0.1,-0.6
CC(NC(=O)COc1ccc(Br)cc1)C(=O)O (stereo not drawn),2,0.8,0,0,-0.2,2,-10,-0.2,-2.3
CCOC(=O)Cn1c(-c2ccc(OC)cc2)c(-c2ccc(OC)cc2)nnc1=O,-2,5.8,-12,-35,0.3,7,?,4.7,-1.5
COc1ccc(/C=C/c2nc3ccccc3c(=O)o2)cc1,0,0.4,29,-9,4.5,25,1,-0.4,-3.1
O=C1CCCCCC1C1(O)C(=O)Nc2ccccc21 (stereo not drawn),-6,-0.8,5,1,1.0,8,-76,-2.6,-3.0
Cc1cc(NC(=O)COC(=O)C2=NN(c3ccccc3)C(=O)CC2)c([N+](=O)[O-])cc1C,4,-0.6,3,-4,-3.2,3,/,/,-1.4
CCSc1ccc(-c2ccc(C)cc2)nn1,-3,/,3,-2,/,13,-2,-0.6,-1.1
COc1ccc(-c2cn(-c3ccc(C)cc3C)c(=O)[nH]2)cc1OC,1,-3.3,1,5,0.2,8,-4,-0.3,-1.0

Random excerpt: six records from the list
canonical_smiles,FBA Mtb inh,Mtb BioA inh,CCHFV vOTU inh,PrPC surface inh,UGM FP inh,GDH-TPI counter,BoNT-F LC inh,BoNT A protease,FadD28 FP inh
Cc1cccc(OCCCN2CCOCC2)c1,1,2.6,-9,-9,-2.4,11,?,0.6,0.4
CC(NC(=O)COc1ccc(Br)cc1)C(=O)O (stereo not drawn),2,0.8,0,0,-0.2,2,-10,-0.2,-2.3
CCSc1ccc(-c2ccc(C)cc2)nn1,-3,/,3,-2,/,13,-2,-0.6,-1.1
CCOC(=O)Cn1c(-c2ccc(OC)cc2)c(-c2ccc(OC)cc2)nnc1=O,-2,5.8,-12,-35,0.3,7,?,4.7,-1.5
COc1ccc(-c2cn(-c3ccc(C)cc3C)c(=O)[nH]2)cc1OC,1,-3.3,1,5,0.2,8,-4,-0.3,-1.0
Cc1cc([N+](=O)[O-])c2ccccc2[n+]1[O-],-1,/,/,/,0.3,11,0,0.7,-1.4

Next entries follow.
canonical_smiles,FBA Mtb inh,Mtb BioA inh,CCHFV vOTU inh,PrPC surface inh,UGM FP inh,GDH-TPI counter,BoNT-F LC inh,BoNT A protease,FadD28 FP inh
CCc1ccccc1NC(=O)COc1ccc2c(c1)OCO2,0,-0.6,0,-2,0.1,-8,-9,-2.0,-5.5
COC(=O)c1ccc2c(=O)n(CCN3CCOCC3)c(SCC(=O)Nc3ccc(C)cc3)nc2c1,-5,-4.5,8,-2,-1.8,10,2,-0.5,-0.3
CC(=O)c1ccc(NC(=O)Nc2ncn(Cc3cccc(C)c3)n2)cc1,2,2.1,1,9,1.3,3,-8,-1.5,-1.9
Cc1cccc(NC(=O)CNC(=O)CN2CCN(C)CC2)c1C,1,-1.8,0,-7,2.0,5,-3,-0.6,/
CC(=O)c1ccc2c(c1)C1C(Cl)C(Sc3ccccc3[N+](=O)[O-])CC1C(c1ccccc1[N+](=O)[O-])N2 (stereo not drawn),2,-0.9,14,-7,-0.4,24,-29,0.2,-2.3
CCOc1ccc(-c2nnc(-c3cccnc3)o2)cc1OCC,1,/,-15,-4,0.1,3,0,-0.6,-4.0
COC(=O)C1C(c2ccc(Cl)cc2)NC(c2ccc(Cl)cc2)C(C(=O)OC)S1(=O)=O (stereo not drawn),0,0.7,16,3,-0.2,5,4,0.8,-4.8
COC(=O)c1c(NC(=O)CCCC(=O)O)sc(C)c1C,2,1.4,3,0,-2.5,13,-1,-0.2,-0.2
CCCCc1c(C)c2ccc(OC)c(/C(C)=N\O)c2oc1=O,19,/,-3,5,0.2,11,2,0.0,-5.5
CN(CC(=O)Nc1ccc(OC(F)(F)F)cc1)C(=O)/C=C/c1ccco1,0,-1.1,-2,4,-2.7,8,-6,1.0,-0.3
OCCC1CN(Cc2cnc(-c3ccc(Cl)cc3)nc2)CCN1C1CCCCC1 (stereo not drawn),-5,/,4,3,-1.1,-8,3,-0.3,-2.0
Cc1ccc(N2CC(C(=O)OCC(=O)Nc3cccc(Cl)c3C)CC2=O)cc1 (stereo not drawn),-2,-1.5,-2,1,/,0,11,0.6,-3.0
CC1CCC(NC(=O)c2ccc(N3CCCC3=O)cc2)CC1 (stereo not drawn),3,0.2,-3,-1,-0.4,5,-2,1.2,-1.8
CC1CCCCN1CCNC(=O)C1CC(=O)N(c2ccc(F)c(Cl)c2)C1 (stereo not drawn),1,-0.3,-4,-12,-0.6,-7,1,-0.4,-2.7
Nc1cc2c([N+](=O)[O-])cccc2o1,-7,-0.9,9,-13,-0.2,5,38*,2.8,0.7
Cc1ccc(S(=O)(=O)N2CCOCC2)cc1NC(=O)CSc1nnc(C2CC2)n1C1CC1,-1,9.5,-6,3,1.0,-7,6,-0.2,-3.3
COc1ccc(OC)c(-c2csc(N(Cc3ccco3)C(=O)c3cccs3)n2)c1,-1,-1.7,6,5,-0.2,10,1,-0.7,-0.4
COc1ccc(CCNC(=O)C2CCN(S(=O)(=O)c3ccc(Cl)cc3)CC2)cc1OC,-2,/,-18,3,-1.1,6,-11,-0.4,-4.4
Cc1c(C)c2ccc(O[C@@H]3O[C@H](CO)[C@H](O)[C@H](O)[C@H]3O)c(C)c2oc1=O,34*,0.0,7,7,-1.8,16,12,0.4,-0.7
CCOC(=O)C1CCN(c2c(NCc3ccc(C(=O)NC4CCCC4)cc3)c(=O)c2=O)CC1,-1,0.4,9,-9,/,19,0,-0.7,-2.1
O=C(CN1CCOCC1)N/N=C/c1ccccc1,4,0.8,13,3,-2.8,3,3,-0.5,-0.9
Cc1cc(C)n(CC(O)COc2ccc(C(C)(C)C)cc2)n1 (stereo not drawn),-3,3.9,-3,3,-0.2,3,-4,0.9,1.3
CC(C)CC(NC(=O)C(COCc1ccccc1)NC(=O)OC(C)(C)C)C(=O)NN (stereo not drawn),0,/,18,4,-1.4,8,2,-0.8,-0.3
Cc1ccc(C)c(S(=O)(=O)N2CCN(C(=O)CSc3ccccc3)CC2)c1,-4,0.2,2,1,-1.7,-8,5,0.9,-6.7
COc1ccc(OCC(=O)NNC(=O)c2cc3ccccc3o2)cc1,6,-1.6,-19,8,1.7,1,-6,-0.9,-0.9
FC(F)(F)c1cc(CCN2CCNC[C@@H]2CC2CCCCC2)cc(C(F)(F)F)c1,1,5.7,19,-9,-1.5,4,-17,0.1,-3.1
C[C@@H]1C(=O)O[C@H]2C[C@@]34[C@H]5C[C@@H](C(C)(C)C)[C@]36[C@@H](OC(=O)[C@@H]6O)O[C@@]4(C(=O)O5)[C@]21O,6,2.4,-17,-1,0.7,9,-12,0.8,/
COc1ccccc1C(=O)NCCC(=O)N1CCCC(C(F)(F)F)C1 (stereo not drawn),-1,-1.1,9,-1,-0.1,-9,2,0.3,-2.6
COc1c(C)cc(C(=O)C2CCCN(C(=O)Cn3nc(C)nc3C)C2)cc1C (stereo not drawn),2,0.2,12,0,-1.7,-2,0,4.2,-0.6
COc1cccc(CN(CC(=O)NC2CCCC2)C(=O)CCC(=O)Nc2cc(C)on2)c1,-3,-0.8,3,-4,-1.7,0,2,0.2,-2.9
